High-throughput results from PubChem.
MEKK3 PB1 HTS – modulators (inhibitors or enhancers) of MEK5 binding to human MEKK3 PB1 domain; hit rate 1.4% among 290,000; bead-based flow cytometry, Alexa488-MEK5 binding to MEKK3; actives lie on both sides; 0 = blocked by unlabeled MEK5, 100 = vehicle; AID 1529; Q99759; binding response (% of control), % at 10 µM;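 active = binding response more than 3 SD above or below the average of its plate-row segment, actives on both sides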;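 note: Alexa488 bead fluorescence after subtracting the streptavidin-only scavenger bead signal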
Target sequence (Q99759 whole entry, looked up, the tested form may be a part): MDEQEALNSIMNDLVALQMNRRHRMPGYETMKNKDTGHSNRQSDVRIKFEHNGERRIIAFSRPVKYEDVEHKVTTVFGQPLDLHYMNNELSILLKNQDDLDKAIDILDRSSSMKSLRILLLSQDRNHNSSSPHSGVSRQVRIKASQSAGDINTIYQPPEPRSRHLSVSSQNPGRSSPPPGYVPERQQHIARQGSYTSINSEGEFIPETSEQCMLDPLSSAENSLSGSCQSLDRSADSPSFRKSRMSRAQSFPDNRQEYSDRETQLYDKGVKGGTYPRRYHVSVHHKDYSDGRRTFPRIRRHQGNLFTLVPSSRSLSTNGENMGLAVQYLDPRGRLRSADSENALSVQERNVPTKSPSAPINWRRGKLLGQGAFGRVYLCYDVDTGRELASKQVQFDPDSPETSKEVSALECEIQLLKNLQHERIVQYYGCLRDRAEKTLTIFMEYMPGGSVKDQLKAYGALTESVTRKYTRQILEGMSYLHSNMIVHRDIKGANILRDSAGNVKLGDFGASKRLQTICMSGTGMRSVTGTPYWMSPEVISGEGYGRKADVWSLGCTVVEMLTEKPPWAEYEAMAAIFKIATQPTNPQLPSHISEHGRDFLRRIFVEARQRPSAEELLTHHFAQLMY
GalR3 antagonist – blocks the human galanin receptor 3; HEK293 GalR3-CNG cAMP membrane potential fluorescence; galR3 body fused to GalR1 C-terminus; inhibition, % at 3 µM; hit rate 0.44% among 360,000; AID 651719;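 active = inhibition above the screen-wide average plus 3 SD, cut at about 13% in these data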;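 note: forskolin and galanin both at EC90 stimulate the cells; cAMP rise reported by CNG channel membrane potential dye signal; 0% = forskolin plus galanin with DMSO and 100% = forskolin alone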
Target sequence (O60755 1-299 limits assumed): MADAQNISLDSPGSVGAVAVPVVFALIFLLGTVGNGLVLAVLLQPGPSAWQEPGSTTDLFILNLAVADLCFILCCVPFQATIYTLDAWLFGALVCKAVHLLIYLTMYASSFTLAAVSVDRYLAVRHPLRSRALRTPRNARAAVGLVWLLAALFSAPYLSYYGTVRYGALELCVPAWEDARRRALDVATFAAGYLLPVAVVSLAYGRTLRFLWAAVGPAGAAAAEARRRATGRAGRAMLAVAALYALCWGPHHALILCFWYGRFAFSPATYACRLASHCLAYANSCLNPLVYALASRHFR
DNA FID counter – counter-screen for HCV NS3 helicase inhibitors: DNA intercalator displacement. hit rate 0.17% among 290,000. inhibition, % at 7.9 µM. DNA fluorescent intercalator displacement, fluorescence; in the data active = inhibition above about 37%;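 note: 0% = vehicle and 100% = reference compound; higher means more ethidium bromide displaced from hairpin DNA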
CRFR2-BP antag – CRF-BP/CRF-R2 complex antagonism. hit rate 0.59% among 350,000. AID 588475. HEK293 CRF-R2/CRF-BP, CRF-induced calcium fluorescence. inhibition, % at 11.8 µM;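 active = inhibition of the ligand-induced calcium signal above about 50% at the single tested concentration, limit read from the data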
MEKK2 WT-MEK5 – raises or lowers MEK5 binding to wildtype human MEKK2 PB1 domain | Q9Y2U5 | bead flow cytometry, Alexa488-MEK5 binding to MEKK2 WT; actives lie on both sides | binding response (% of control), % at 10 µM | hit rate 1.1% among 290,000; in the data active = binding response below about 67% or above about 130%
MEKK2mut PB1 HTS – signal of MEK5 binding to mutant human MEKK2 PB1 domain; bead flow cytometry, Alexa488-MEK5 binding to MEKK2 mutant; percent response, % at 10 µM; hit rate 0.35% among 290,000; in the data active = percent response above about 24%, passing the limit was not always enough; note: inactives centre near 1; some results filed as inactive read as strong as hits
CRFBP-R2 agonist – agonists of human CRF-binding protein/CRF-R2 receptor complex; HEK293 CRF-R2/CRF-BP, calcium dye fluorescence (FLIPR); percent of saturating CRF peptide response; activation, % at 13.2 µM; hit rate 0.46% among 350,000; AID 588473;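 active = activation of at least 50%, plus an integration ratio under a set limit after plate pattern correction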;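 note: plate controls were neutral control wells without compound for no effect and CRF at EC100 for full effect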
SUMO HTRF inh – SUMOylation inhibition; P63279; HTRF SUMOylation assay, SAE1/SAE2 + UBC9, in vitro; inhibition, % at 35 µM; hit rate 0.36% among 290,000; AID 2006; in the data active = inhibition above about 50%, passing the limit was not always enough; note: strong numbers were not always called active
NS3 helicase inh – blocks Hepatitis C virus NS3 helicase unwinding. NS3 helicase DNA unwinding, Cy5 molecular beacon fluorescence. inhibition, % at 10.9 µM. hit rate 0.56% among 290,000. AID 1800;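 active = inhibition above the mean of all tested compounds plus 3 SD, set per campaign, cut at about 35% in these data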;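 note: 0% = DMSO wells and 100% = thioflavine S control wells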
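System: NS3 helicase fragment of HCV / Schedule: 1 h at 25 °C / Control set: DMSO alone as 0% and 110 µM thioflavine S as 100% / Reagent: Cy5/quencher beacon DNA duplex and ATP to start / Technique: Cy5 fluorescence / Replication: singlicate / Evaluation: % inhibition of end-to-start signal ratio versus controls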
Active calls of the source: *; x = not tested or not shown; [ ] = dose if it differs, or a comment. This is a subset; count on the stated rates, not on these rows.

SMILES | MEKK3 PB1 HTS | GalR3 antagonist | DNA FID counter | CRFR2-BP antag | MEKK2 WT-MEK5 | MEKK2mut PB1 HTS | CRFBP-R2 agonist | SUMO HTRF inh | NS3 helicase inh
CC(=O)c1c(N2CCN(c3ccc(F)cc3)CC2)nc(=S)n(Cc2ccccc2)c1C | 97.0 | -4.2 | -30.8 | 29.7 | 98.0 | -2.0 | 4.9 | -12.7 | 0.8
N#C/C(=C\c1ccc2c(c1)OCCO2)C(=O)Nc1ccc(C(=O)O)cc1 | 101.0 | -2.7 | -21.2 | 1.5 | 103.0 | 3.0 | -1.9 | 14.5 | 17.2
Cc1cccc(C)c1NC(=O)C1(N(Cc2ccco2)C(=O)CC2NC(=O)NC2=O)CCCC1 (stereo not drawn) | 3.0*[inhibitor] | -1.1 | -5.1 | -2.4 | 3.0*[inhibitor] | -16.0 | -1.6 | -7.2 | 2.5
CCC1CCCCN1CCCNC(=O)Cn1c2ccccc2c2nc(=O)cc(C)n21 (stereo not drawn) | 98.0 | -2.1 | 5.5 | -6.5 | 100.0 | 1.0 | 0.0 | 14.8 | -6.7
CC(C)CN1C(=O)/C(=C/c2c(N3CCc4ccccc4C3)nc3ccccn3c2=O)SC1=S | 22.0*[inhibitor] | x | -5.2 | x | x | 77.0* | x | 15.5 | 6.0
Fc1ccc(CN2CCN(C(=S)NCCc3ccccc3)CC2)c(Cl)c1 | 100.0 | -0.1 | -4.0 | -5.9 | 98.0 | -2.0 | -0.6 | -12.0 | -10.9
CCOc1ccc(NC(=S)c2ccncc2)cc1 | 103.0 | -0.9 | -3.5 | 16.1 | 104.0 | 1.0 | -0.6 | 5.0 | 1.0
Cc1cc(Cl)ccc1OCCCC(=O)NN | 97.0 | -3.0 | -14.4 | 0.6 | 97.0 | -2.0 | -1.1 | 13.5 | -3.9
Cc1ccsc1C(=O)N1CCCC(CCC(=O)N2CCN(c3ccccn3)CC2)C1 (stereo not drawn) | 85.0 | -4.9 | -30.1 | 26.7 | 90.0 | -43.0 | -2.9 | 17.7 | -1.6
CCN(CCn1cccn1)C(=O)CCc1nnc(CCc2ccccc2OC)o1 | 97.0 | -5.8 | -17.6 | 23.4 | 90.0 | -11.0 | -0.3 | 10.2 | -0.4
CCC(C)(C)NC(=O)C(c1ccc(F)cc1)N(Cc1ccc(OC)cc1)C(=O)c1cnccn1 (stereo not drawn) | 98.0 | -2.9 | -36.1 | -1.0 | 92.0 | -10.0 | -0.2 | -6.0 | 9.3
CCC(Oc1ccccc1)C(=O)Nc1ccsc1C(=O)OC (stereo not drawn) | 91.0 | -2.3 | -15.6 | 14.0 | 93.0 | -3.0 | -2.2 | -18.5 | -10.8
CC(=O)Nc1cccc(NC(=O)CS(=O)(=O)c2cn(CC(=O)N(C(C)C)C(C)C)c3ccccc23)c1 | 103.0 | -4.9 | -33.2 | -4.2 | 107.0 | 4.0 | -0.2 | 4.2 | 2.0
O=C(CCNS(=O)(=O)c1cccs1)N1CCc2ccccc2C1 | 97.0 | 8.0 | -8.7 | 4.9 | 100.0 | -2.0 | -1.3 | 11.1 | 8.5
O=C(N/N=C/C1CCCCC1)c1ccccn1 | 114.0 | 2.3 | 5.8 | -11.3 | 108.0 | 3.0 | 0.5 | -7.8 | -4.8
COc1cc(NC(=O)c2cccs2)c(OC)cc1NC(=O)CCC(=O)Nc1ccc(C)cc1 | 103.0 | -8.2 | -30.3 | 19.0 | 107.0 | 5.0 | -0.4 | 18.9 | 4.7
Cc1nn(CCCC(=O)Nc2cc(Oc3ccc(F)cc3)cc([N+](=O)[O-])c2)c(C)c1[N+](=O)[O-] | 98.0 | -5.2 | 8.1 | -10.1 | 101.0 | -1.0 | 9.7 | -6.7 | 1.2
COc1cc(OC)cc(-c2nn[nH]n2)c1 | 102.0 | 3.6 | 3.6 | 14.8 | 99.0 | -1.0 | -1.2 | 6.4 | 2.2
NCCCCCCNS(=O)(=O)c1cccc2c(Cl)cccc12 | 116.0 | x | x | -43.9 | 140.0* | 10.0 | 0.4 | x | x
Cc1cc(Cl)ccc1OCCCC(=O)NCc1ccccn1 | 99.0 | -6.8 | -24.6 | -0.1 | 86.0 | -12.0 | -0.6 | -3.5 | 1.5
COc1ccccc1NC(=O)CC(NCc1ccccc1)C(=O)O (stereo not drawn) | x | -1.3 | -3.6 | 8.3 | x | x | 4.0 | 18.5 | 7.9
Cc1ccc2[nH]c(=O)c(C(c3nnnn3CC3CCCO3)N3CCc4ccccc4C3)cc2c1 (stereo not drawn) | 98.0 | -1.8 | -0.8 | 7.0 | 99.0 | -2.0 | 1.2 | 34.5 | -1.6
COCCSc1ccccc1C(=O)N1CCN(c2ccccc2OC)CC1 | 109.0 | -1.0 | -16.9 | -3.4 | 103.0 | 1.0 | -0.5 | -2.4 | 0.0
O=C1C(NS(=O)(=O)c2cccs2)=C(N2CCN(c3cccc(C(F)(F)F)c3)CC2)C(=O)c2ccccc21 | x | -6.3 | -0.9 | -36.4 | x | x | 14.1 | 52.7 | -1.1
Cc1cnc(C)c(N2CCC(C(=O)NCc3cccs3)CC2)n1 | 99.0 | -1.1 | -5.2 | 5.2 | 104.0 | 0.0 | -2.2 | -3.4 | -3.0
O=C(C1=C[C@@H](c2ccc3c(c2)OCO3)C[C@@H](OCCCCO)O1)N1CCN(Cc2ccc3c(c2)OCO3)CC1 | 107.0 | -3.1 | -27.9 | -20.8 | 103.0 | 5.0 | -6.1 | 5.6 | -6.2
CCS(=O)(=O)N1Cc2ccccc2CC1C(=O)Nc1nc(C)cs1 (stereo not drawn) | 98.0 | -5.4 | -15.1 | -4.4 | 98.0 | -2.0 | -0.4 | -7.9 | 15.5
Cc1cnc(C(=O)OCc2ccc(Br)cc2F)cn1 | 102.0 | -4.3 | -9.6 | -0.2 | 100.0 | 1.0 | -1.2 | 0.4 | 3.4
CC1CCN(C(=O)CCc2nnc3ccc(N4CCC5(CC4)OCCO5)nn23)CC1 | 101.0 | -0.7 | -39.3 | 6.1 | 97.0 | 2.0 | -0.7 | 13.0 | 2.5
Cc1nc(SCCO)c2oc3ccccc3c2n1 | 93.0 | 1.9 | -1.6 | -5.6 | 96.0 | -2.0 | -0.6 | 4.7 | -0.1
CC1(C)CC(=O)C(=C2SCCCS2)C(=O)C1 | 98.0 | -0.6 | -0.3 | 7.2 | 106.0 | 1.0 | -0.4 | 8.9 | 3.4
COc1ccc(-c2cnnc(N/N=C/C(C)=C/c3ccccc3)n2)cc1 | 119.0 | x | -1.7 | x | 107.0 | 1.0 | x | 7.1 | 4.8
Cc1ccc(/C=N/Nc2ncnc3nc[nH]c23)cc1 | 106.0 | -6.4 | -10.3 | 7.5 | 104.0 | 6.0 | -2.8 | 35.3 | -5.1
COCCNC(=O)c1ccc2c(=O)n(CCCN3CCCC3=O)c(=S)[nH]c2c1 | 97.0 | 1.8 | -14.9 | 6.1 | 94.0 | -5.0 | -0.7 | 37.7 | -1.2
CCOc1ccc(C(=O)/C=C/c2ccc(OC)c(OC)c2)cc1 | 108.0 | -1.8 | -21.7 | 8.2 | 104.0 | 3.0 | -0.6 | 4.1 | -6.3
CNC[C@H](O)c1cccc(O)c1 | 105.0 | x | -5.4 | 7.1 | 102.0 | 16.0 | -1.8 | 2.2 | 2.0
COc1ccccc1OCC(=O)Nc1ccccc1C(=O)NCc1cccnc1 | 99.0 | -3.1 | -18.8 | 7.3 | 101.0 | -1.0 | 3.2 | 19.2 | -2.8
Cc1cccn2c(=O)c3cc(C(=O)NCCC4=CCCCC4)n(C)c3nc12 | 96.0 | -8.8 | -15.7 | 17.5 | 96.0 | -5.0 | 1.4 | 23.7 | 9.2
CCn1cc(S(=O)(=O)Nc2cc(C(=O)OC)ccc2C)cn1 | 100.0 | -1.1 | -7.5 | 3.8 | 104.0 | 6.0 | -1.0 | 6.1 | 2.6
COc1ccccc1CNC(=O)c1c(N)n(CCCN2CCOCC2)c2nc3ccccc3nc12 | x | -2.6 | -1.9 | -20.3 | x | x | -2.2 | 51.9* | -66.3
CCC(=O)c1ccc(OCCn2cnc3ccccc32)cc1 | 99.0 | -1.8 | -11.9 | 13.6 | 102.0 | 1.0 | -0.2 | 21.4 | -1.4
CCOc1ccc(CNCCN2CCCC2)cc1 | 107.0 | -6.9 | 15.0 | 3.2 | 114.0 | 13.0 | 0.2 | 7.5 | -42.8
CC(C)N(Cc1nc2ccccc2[nH]1)C(C)C | 106.0 | x | 4.9 | -15.2 | 109.0 | 5.0 | -3.0 | 7.2 | 5.5
O=C(CSc1cccc2cccnc12)Nc1ccc(S(=O)(=O)N2CCOCC2)cc1 | 86.0 | -1.5 | -24.3 | -7.6 | 84.0 | -15.0 | -1.8 | 5.3 | -5.9
COc1ccc2c(c1)CC/C(=C\Nc1ccc3c(c1)OCO3)C2=O | 98.0 | -1.5 | 3.5 | -23.3 | 95.0 | -3.0 | 4.5 | 77.1 | 12.8
CCCc1nc2ccccc2c(=O)n1CC(=O)c1ccccc1 | 101.0 | -4.8 | -3.7 | 5.0 | 103.0 | 3.0 | -1.8 | 11.3 | 3.9
CCOC(=O)CN(C(=O)CNC(=O)c1cccs1)C(C(=O)NC1CCCCC1)c1cccs1 (stereo not drawn) | 100.0 | -6.8 | -30.8 | -34.8 | 93.0 | -1.0 | -0.3 | 4.6 | -1.4
Cc1cc(C)cc(NC(=S)N2CCC(NC(=O)c3ccccc3C)CC2)c1 | 101.0 | -6.8 | -1.9 | -17.8 | 98.0 | -4.0 | 26.5 | -3.2 | -1.1
O=c1c2ccccc2ncn1CCCCOc1ccccc1F | 103.0 | -3.6 | -15.7 | -10.5 | 103.0 | 0.0 | 1.2 | 13.7 | -9.7
COc1ccc(OCc2cc(C(=O)NC3CCOC(C)(C)C3)no2)c2ccccc12 (stereo not drawn) | 95.0 | -2.9 | -10.3 | x | 98.0 | 5.0 | x | 32.1 | 47.2*
N/C(=N\OC(=O)c1ccc2ccccc2c1)c1ccc(Br)cc1 | 106.0 | 0.6 | -1.8 | 3.7 | 103.0 | -1.0 | -1.8 | -6.7 | 3.3
CCOC(=O)COn1c(SCC(=O)OCC)nc2ccccc2c1=O | 105.0 | -4.2 | -9.4 | 3.6 | 103.0 | -1.0 | -1.5 | 3.1 | -6.2
COc1ccc(OC)c(NC(=O)CSc2nnc(CNC(=O)c3cc(OC)c(OC)c(OC)c3)o2)c1 | 104.0 | -10.0 | -27.6 | 1.4 | 99.0 | 0.0 | -1.1 | 7.7 | 1.1
CCCCC(O)(C(NC=O)C(=O)OC)C(F)(F)F (stereo not drawn) | 98.0 | -3.7 | 3.2 | 3.6 | 97.0 | 2.0 | -0.6 | -13.2 | 4.3
